# IMP-1 inh = IMP-1 metallo-beta-lactamase inhibitors, primary screen, biochemical, epi-absorbance readout, Pseudomonas aeruginosa enzyme. metallo-beta-lactamase IMP-1 (Pseudomonas aeruginosa). purified IMP-1, nitrocefin hydrolysis, epi-absorbance fluorescence. inhibition, % at 5.6 µM. hit rate 0.45% among 290,000. AID 1556, 2009;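 active = inhibition above the mean plus 3 SD of all compounds in the same screening run, cut at about 4.5% in these data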;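 also: 0% = IMP-1 with DMSO and 100% = DMSO wells lacking enzyme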
#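 System: purified recombinant IMP-1 beta-lactamase. Medium: Zinc- and detergent-supplemented HEPES buffer, pH 7.1. Compound: one 5.6 µM dose […]. Schedule: 15 min preincubation plus 25 min reaction at 25 °C. Technique: Epi-absorbance fluorescence, 480 nm excitation, 530 nm emission.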
# IDE cell inh = human IDE inhibitors in live cells, primary screen, fluorescence polarization, HEK cells, FAbetaB substrate | Insulin-degrading enzyme (Homo sapiens), P14735 | FAbetaB cleavage | inhibition, % at 5.59 µM | hit rate 0.41% among 320,000;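 active = percent inhibition above the average of all tested compounds plus 3 SD, set per screening campaign, cut at about 16% in these data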;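 also: IDE supplied by intact live HEK cells; FP after avidin binding of uncleaved biotin substrate so inhibition keeps polarization high; 0% = DMSO wells and 100% = 60 µM reference IDE inhibitor Ii1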
# HCV NS3 hel inh = inhibitors of HCV NS3 helicase, primary screen, biochemical, Cy5 molecular beacon fluorescence. Hepatitis C virus NS3 helicase. NS3 helicase DNA unwinding. inhibition, % at 10.9 µM. hit rate 0.56% among 290,000. AID 1800, 2009;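 active = inhibition above the mean of all tested compounds plus 3 SD, set per campaign, cut at about 35% in these data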;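 also: 0% = DMSO wells and 100% = thioflavine S control wells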
#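 Compound dosing – single dose, 10.9 µM nominal final, DMSO 0.8% final · System – NS3 helicase fragment of HCV · Buffer or medium – MOPS pH 6.5, MgCl2, DTT, Tween20, BSA · Signal – Cy5 beacon fluorescence read at start and 1 h · Also added – annealed dual-labelled DNA beacon duplex, ATP-started · Schedule – 1 h at 25 °C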
# UBC9 SUMO inh = inhibitors of in vitro SUMOylation cascade, primary screen, biochemical, HTRF, uHTS; SUMO-conjugating enzyme UBC9 (Homo sapiens), P63279; inhibition, % at 35 µM; AID 2006, 2009; hit rate 0.36% among 290,000; HTRF SUMOylation assay, SAE1/SAE2 + UBC9; in the data active = inhibition above about 50%, passing the limit was not always enough; also: strong numbers were not always called active
# IDE act = human IDE activators in live cells, primary screen, fluorescence polarization, HEK cells, FAbeta-B substrate | FAbeta-B cleavage; 0% vehicle, 100% cell-free pure enzyme wells | activation, % at 5.96 µM | hit rate 0.073% among 340,000;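 active = activation above the mean of all tested compounds plus 3 SD, set per screening campaign, cut at about 17% in these data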
# VIM-2 inh = VIM-2 metallo-beta-lactamase inhibitors, primary screen, biochemical, epi-absorbance readout, Pseudomonas aeruginosa enzyme; purified VIM-2, nitrocefin hydrolysis, epi-absorbance fluorescence; hit rate 0.89% among 290,000; inhibition, % at 5.6 µM;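 active = inhibition above the mean of all tested compounds plus 3 SD, cutoff set per screening run, cut at about 7.5% in these data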;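 also: red hydrolysis product quenches plate fluorescence so inhibitors raise well fluorescence; 0% = enzyme with DMSO and 100% = DMSO without enzyme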
# p-CIP stab down = p/CIP-EGFP fusion destabilizers, primary screen, fluorescence, F442A cells; 16 h; hit rate 0.01% among 290,000; decrease of EGFP signal, % at 10 µM; AID 1984, 2009; Q05BA5;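 active = EGFP signal decrease of at least 30% at 10 µM or well 3 SD below plate mean, unless failing retest; inactive = the rest, including hits failing retest or dose response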; also: some compounds called inactive have numbers as strong as hits; many of its hits are not listed in these tables
# Target sequence (Q05BA5 1-1403): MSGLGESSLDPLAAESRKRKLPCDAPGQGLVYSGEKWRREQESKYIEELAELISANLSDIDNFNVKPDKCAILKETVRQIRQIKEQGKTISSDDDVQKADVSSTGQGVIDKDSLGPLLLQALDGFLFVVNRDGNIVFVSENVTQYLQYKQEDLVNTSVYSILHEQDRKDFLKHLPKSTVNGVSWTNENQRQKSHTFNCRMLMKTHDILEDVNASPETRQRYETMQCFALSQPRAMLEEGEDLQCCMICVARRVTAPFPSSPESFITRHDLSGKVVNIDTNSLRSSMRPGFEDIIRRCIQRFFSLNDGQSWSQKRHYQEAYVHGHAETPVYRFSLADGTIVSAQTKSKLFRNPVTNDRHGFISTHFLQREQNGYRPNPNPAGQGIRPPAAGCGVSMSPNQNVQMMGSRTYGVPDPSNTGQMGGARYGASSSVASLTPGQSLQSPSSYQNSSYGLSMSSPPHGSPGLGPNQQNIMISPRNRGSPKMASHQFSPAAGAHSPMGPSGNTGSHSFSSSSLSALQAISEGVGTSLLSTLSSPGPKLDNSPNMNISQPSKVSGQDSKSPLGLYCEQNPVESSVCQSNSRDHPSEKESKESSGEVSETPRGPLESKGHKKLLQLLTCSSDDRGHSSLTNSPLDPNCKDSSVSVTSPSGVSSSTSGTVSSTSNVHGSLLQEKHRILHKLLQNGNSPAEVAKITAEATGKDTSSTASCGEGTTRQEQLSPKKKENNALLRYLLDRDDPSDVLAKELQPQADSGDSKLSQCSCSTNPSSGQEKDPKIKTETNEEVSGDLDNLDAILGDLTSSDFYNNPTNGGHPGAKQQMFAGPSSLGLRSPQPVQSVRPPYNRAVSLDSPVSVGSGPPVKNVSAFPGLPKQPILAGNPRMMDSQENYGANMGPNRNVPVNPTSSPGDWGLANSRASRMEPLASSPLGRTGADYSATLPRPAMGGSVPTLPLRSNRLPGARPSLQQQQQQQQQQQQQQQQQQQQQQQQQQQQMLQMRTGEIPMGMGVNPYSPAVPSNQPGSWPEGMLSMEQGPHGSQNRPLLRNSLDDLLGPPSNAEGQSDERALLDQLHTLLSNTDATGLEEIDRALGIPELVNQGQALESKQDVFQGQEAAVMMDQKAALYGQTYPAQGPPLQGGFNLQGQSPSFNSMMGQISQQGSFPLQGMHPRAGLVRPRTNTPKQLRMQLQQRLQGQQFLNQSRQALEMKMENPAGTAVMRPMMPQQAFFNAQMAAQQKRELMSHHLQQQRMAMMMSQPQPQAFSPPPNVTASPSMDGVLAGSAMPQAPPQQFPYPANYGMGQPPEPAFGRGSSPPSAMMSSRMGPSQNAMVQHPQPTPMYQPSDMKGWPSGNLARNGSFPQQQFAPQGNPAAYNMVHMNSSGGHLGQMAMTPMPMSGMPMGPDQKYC
# CRFR2-BP antag = antagonists of CRF-BP/CRF-R2 complex, primary screen, cell-based, HEK293, calcium dye fluorescence, uHTS; CRF-induced calcium fluorescence; inhibition, % at 11.8 µM; hit rate 0.59% among 350,000; AID 588475, 2011;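 active = inhibition of the ligand-induced calcium signal above about 50% at the single tested concentration, limit read from the data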
# GalR3 antagonist = GalR3 antagonists in HEK293 cells, primary screen, cell-based, fluorescence readout. Galanin receptor type 3 (Homo sapiens), O60755. HEK293 GalR3-CNG cAMP membrane potential fluorescence; galR3 body fused to GalR1 C-terminus. inhibition, % at 3 µM. hit rate 0.44% among 360,000. AID 651719, 2012;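 active = inhibition above the screen-wide average plus 3 SD, cut at about 13% in these data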;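 also: forskolin and galanin both at EC90 stimulate the cells; cAMP rise reported by CNG channel membrane potential dye signal; 0% = forskolin plus galanin with DMSO and 100% = forskolin alone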
# * = called active by the depositor; nt = not tested or not shown. The order is random; any-hit rate near 3.2%.
IMP-1 inh,IDE cell inh,HCV NS3 hel inh,UBC9 SUMO inh,IDE act,VIM-2 inh,p-CIP stab down,CRFR2-BP antag,GalR3 antagonist,smiles
-1.4,2,-7,0,3,-2.2,-5,-1,-4,Cc1ccccc1NC(=O)CC1c2ccccc2CC(C)(C)N1C (stereo not drawn)
-1.8,-5,-5,11,-4,-3.5,-6,4,1,O=C(CNC(=O)c1cccs1)OCc1ccc(Cl)cc1
nt,4,nt,nt,2,nt,nt,3,-3,O=C(NC1CCC(O)CC1)C1CCN(S(=O)(=O)c2c(Cl)cccc2Cl)CC1 (stereo not drawn)
-2.9,-7,8,nt,10,-5.8,nt,12,-1,COc1cc2c(cc1OC)C(C(=O)NC1CC1)C1c3ccccc3CCN1C2=O (stereo not drawn)
-0.8,-1,-16,26,3,-1.9,-14,6,-9,COc1ccc(OC)c(/C=C/C(=O)Oc2ccc(C(C)=O)cc2)c1
-3.5,3,7,-7,-9,-1.9,-42,-18,1,CC(C)Cn1c(N)c(C(=O)CSc2ccccc2)c(=O)n(C)c1=O
-0.2,-5,9,24,4,4.4,4,1,-3,O=C(NP(=O)(N1CCCC1)N1CCCC1)C1=C(N2CCOCC2)/C(=C/c2cccc([N+](=O)[O-])c2)CC1
-1.1,nt,-57,4,nt,-0.5,1,nt,nt,O=c1[nH]c2ccccc2n1CCCN1CCN(C(c2ccccc2)c2ccccc2)CC1
0.1,0,3,2,0,-2.9,-14,0,6,CCCNc1nc2c(c(=O)[nH]c(=O)n2C)n1CCC(C)C
-1.4,1,4,12,7,-0.3,-2,7,1,CC(C)Oc1ccc(C2CC(=O)N(c3ccccc3)C2=O)cc1 (stereo not drawn)
1.1,0,46*,66,0,2.3,-2,21,1,Oc1cccc(C=Nc2cccc3ccccc23)c1O
-1.3,nt,-20,22,-4,-2.6,-13,3,-4,COc1ccc(C(c2nnnn2C2CCCC2)N2CCc3ccccc3C2)cc1OC (stereo not drawn)
-3.3,-2,6,5,-1,-2.6,2,-22,-6,Cc1ccc(NC(=O)c2ccccc2O)cc1
-3.1,6,7,23,4,-1.6,-15,-1,-5,CCOC(=O)c1cccc(NS(=O)(=O)c2c(C(=O)N3CCCCCC3)c(C)n(C)c2C)c1
-1.3,-2,-12,2,2,-0.3,6,0,0,CCn1cc(C(=O)NCCCN2CCC(C)CC2)c(=O)c2cc(S(=O)(=O)N(C)C3CCCCC3)ccc21
-1.4,8,1,-9,-1,-1.6,-4,-5,-4,Clc1ccc(-c2nnc(-c3ccccc3)c(N3CCSCC3)n2)cc1
-0.4,0,-13,12,3,1.1,-15,20,-4,COc1ccc(C)cc1NC(=O)c1cc(S(=O)(=O)N2CCC3(CC2)OCCO3)ccc1F
-6.3,1,1,-32,1,-1.2,-4,27,5,CCOC(=O)c1[nH]cnc1C(=O)NC(C)C
-1.9,3,-12,4,6,-1.1,8,5,-2,CC(C)CCNC(=O)C(=O)NCC1OCCCN1S(=O)(=O)c1cccs1 (stereo not drawn)
nt,7,nt,nt,-1,nt,nt,0,-2,COc1ccccc1NC(=O)COC(=O)C1CC2CCCC(C1)C2=O (stereo not drawn)

# Looked up above:
# `O=c1[nH]c2ccccc2n1CCCN1CCN(C(c2ccccc2)c2ccccc2)CC1` – VIM-2 inh: -0.5
# `O=C(CNC(=O)c1cccs1)OCc1ccc(Cl)cc1` – IMP-1 inh: -1.8

# New compounds follow.
IMP-1 inh,IDE cell inh,HCV NS3 hel inh,UBC9 SUMO inh,IDE act,VIM-2 inh,p-CIP stab down,CRFR2-BP antag,GalR3 antagonist,smiles
-1.3,-1,-3,4,nt,-2.3,-12,44,1,Cc1onc(-c2c(Cl)cccc2Cl)c1C(=O)c1ccc(F)cc1
-2.3,5,-6,4,6,-3.8,-4,-6,0,O=C(c1ccc(Cl)cc1)N1CCCC(C(=O)N2CCc3ccccc3C2)C1 (stereo not drawn)
-1.0,2,-3,-7,1,-1.5,-22,4,-1,CCCCCc1nnc(NC(=O)Cn2cnc3ccccc3c2=O)s1
-1.9,-3,5,12,2,-1.9,-11,3,-3,O=C(NC(=S)Nc1ccc(Br)cc1)C1CCC1
-5.9,10,11,34,-26,-4.4,-7,4,3,O=C(CSc1nnc(-c2cccnc2)n1-c1ccccc1)NCc1ccc2c(c1)OCO2
-1.6,3,1,12,0,-1.4,-10,-41,-7,CCc1cc(N2CCOCC2)cc2c1[nH]c1ccccc12
-1.6,-3,-2,0,4,-1.4,0,16,-7,CS(=O)(=O)N1CCN(c2ccccc2NC(=O)C(c2ccccc2)c2ccccc2)CC1
-4.1,3,6,9,-5,-3.4,-1,-28,-8,COc1ccc(C(=O)NCCNc2nc3ccc(C)cc3cc2C#N)cc1OC
nt,4,nt,nt,-2,nt,nt,0,-4,O=C(NCC(F)(F)F)c1ccc(S(=O)(=O)Nc2ccccc2N2CCCC2)cc1
nt,-5,nt,nt,0,nt,nt,3,-2,COc1ccc(NC(=O)COC(=O)c2ccc(S(=O)(=O)N3CCCC3)cc2)cc1OC
-1.7,9,-2,-13,-2,-2.0,-9,34,3,Cc1ccc(NC(=O)c2sc3nc[nH]c(=O)c3c2C)c(C)c1
-4.6,-1,-10,30,-2,-2.7,-13,-1,-7,CCOc1c2ccc(C(=O)NCc3ccc(OC(F)(F)F)cc3)cc2nn1C
-5.1,4,-6,7,10,-6.6,1,-16,-4,Cc1cc(NC(=O)CN2CCN(c3ccccc3O)CC2)no1
-1.4,1,1,-33,7,0.7,-5,4,-6,CCOC(=O)c1c(NC(=O)CSc2nnc(-c3cccnc3)o2)sc(C(C)=O)c1C
-1.6,-3,3,3,3,-1.4,2,-3,-3,Cc1ccc(SCc2noc(C(=O)NC(C)C)c2C(=O)O)cc1C
-2.3,4,1,8,5,-2.7,2,-24,-6,COc1cccc2cc(C(=O)N3CCN(C(=O)c4ccco4)CC3)c(=O)oc12
-2.9,11,4,-1,-6,-2.3,2,-15,2,COc1ccc(C(=O)/C=C/C(=O)N(CC(=O)NC2CCCCC2)CC2CCCO2)c(O)c1 (stereo not drawn)
nt,6,nt,nt,6,nt,nt,4,-3,Cc1ccc(C2=NOC(C)(c3sc(-c4ccc(Cl)cc4)nc3C)C2)cc1 (stereo not drawn)
-1.6,0,-1,-4,1,-0.9,5,13,-8,O=C(Cc1ccccc1)Nc1ccc(NC(=O)Cc2ccccc2)c(Cl)c1
-0.6,-5,0,18,-1,0.4,2,2,-6,CC(C)N(C(=O)Cn1c(=O)oc2ccccc21)c1ccccc1
-1.4,1,3,51*,2,-1.9,5,-7,-7,COc1ccccc1NC(=O)c1sc2ncn(CC(=O)Nc3ccccc3)c(=O)c2c1C
-2.2,-1,-1,-28,8,-4.2,-3,33,-6,COc1ccc(CN(C)C(c2ccccc2)c2nnnn2-c2ccccc2C)c(OC)c1C (stereo not drawn)
0.8,-5,-3,11,-5,0.8,-8,-8,-5,C/C(=N\S(=O)(=O)c1ccc(C)cc1)Nc1cc(C(C)C)c(O)cc1C
-0.4,-4,2,-6,-1,1.2,-4,19,1,CSc1ccccc1C(=O)N1CCc2ccccc2C1
-1.7,3,6,24,nt,-0.9,-8,4,nt,COC(=O)c1sc2ncn(N)c(=O)c2c1C
-2.8,3,16,12,5,-1.8,2,-9,2,COC(=O)c1[nH]c2cc(OC)ccc2c1NC(=O)CCN1CCCCC1
3.6,-1,-2,17,2,2.0,-9,-10,-2,CC(C)n1c(-c2cccs2)nc2ccccc21
nt,-3,nt,nt,-3,nt,nt,9,-2,COC(=O)[C@@H]1C[C@@H](C(=O)O)[C@H](C)C1(C)C
0.9,0,0,9,-1,-3.0,-6,-18,-5,CC(C)(C)SCCNS(=O)(=O)c1ccc2ccccc2c1
-2.8,2,-3,17,-1,-6.4,-11,-3,-8,COc1ccc(OC)c(-c2csc(N(Cc3ccco3)C(=O)c3ccco3)n2)c1
nt,-8,nt,nt,1,nt,nt,8,-3,O=C(Nc1ccc(Cl)c(S(=O)(=O)N2CCCCC2)c1)c1ccco1
0.2,-5,9,38,7,0.2,-6,-2,0,CC(=O)Nc1ccc2c(COC(=O)[C@H](C)N3C(=O)C4CCCCC4C3=O)cc(=O)oc2c1 (stereo partly drawn)
-3.1,4,5,3,1,-3.4,-2,-10,-2,CSC1=NCCN1C(=O)c1ccc(S(=O)(=O)N2CCCCC2)cc1
nt,-4,nt,nt,3,nt,nt,4,4,Cc1ccc(S(=O)(=O)N2CCOCC2)cc1NC(=O)COC(=O)CCc1c[nH]c2ccccc12
-0.8,0,-40,-90,4,0.4,-5,-1,-7,COc1ccc2nc(Nc3nc4cc5c(cc4s3)OCCO5)sc2c1
-1.8,2,-7,-6,nt,-2.4,-2,nt,0,Cc1cccc(NC(=O)C(=O)NCCCc2ccccc2)c1
-4.5,-2,0,13,0,-3.3,5,4,-5,O=c1[nH]c2c(n(C3CCCCC3)c1=O)CCC2
-0.8,1,3,12,3,1.6,-10,-11,1,COc1ccc(C(=O)Oc2coc(CSc3nnc(NC(=O)c4cccs4)s3)cc2=O)cc1
0.1,5,-2,3,-6,1.3,-3,-33,-5,COc1cccc(-c2cc(C(=O)Nc3cc(C)on3)no2)c1
-1.8,-8,-4,-11,3,-6.0,5,20,6,COC(=O)c1ccc(-n2c(C)cc(C(=O)COC(=O)CNS(=O)(=O)c3ccc(C)cc3)c2C)cc1
-0.9,-2,-4,22,nt,-0.1,-14,14,-3,N#Cc1nccnc1S(=O)(=O)c1cccs1
-1.2,0,-17,-10,3,-3.5,2,-7,-9,Cc1ccc(-c2cc(-c3ccccc3)nc(NN)n2)cc1
-2.5,4,-6,10,1,0.3,2,8,nt,O=C(NCCc1c[nH]c2ccccc12)C(=O)NCC1OCCN1S(=O)(=O)c1ccc(F)cc1 (stereo not drawn)
-3.6,-5,-4,14,1,-1.2,-12,-4,1,CCCc1n[nH]c2c1C(=O)C(C(=O)OC)C(C)(C)C2 (stereo not drawn)
-6.0,2,5,6,0,-4.4,30,2,-3,Cc1noc(C)c1COC(=O)CNC(=O)c1cccc(F)c1
-4.4,3,-10,-6,2,-2.3,4,-8,-4,CC(C)(C)CN1CCNC(=O)C1CC(=O)NCCc1cnn(-c2ccccc2)c1 (stereo not drawn)
-2.2,-1,3,4,6,-1.3,-5,-15,-7,O=C(CC1C(=O)NCCN1C(=O)Nc1ccccc1)Nc1cccc(Cl)c1 (stereo not drawn)

# Compound activity from PubChem BioAssay.
